Screens as filed in PubChem BioAssay.
Epigenetic derep: epigenetic control regulation, reporter derepression; murine LDR cells, GFP reporter derepression, 30 h; Potency, µM (series often up to 53.9 µM), for the others: top-dose GFP activation, usual class: activators; 280,000 tested, 0.2% active; also: potency is read from the fitted curve at half-maximal effect; % of control where 0% means no effect; nearly all actives have a fitted effect of over 60% in size
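Derepression of a silenced CMV-GFP reporter in murine LDR cells is scored by enumerating GFP-positive cells with a laser-scanning microplate cytometer after 30 hours of treatment at 37 C.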
IMPase Li cell: cell-permeable IMPase inhibitors with lithium potentiation | CHO-M1 cells, IP1 TR-FRET (IP-One), carbachol + lithium | Potency, µM (highest dose often 59.4 µM), inactives show at the highest dose activity, negative = IMPase inhibition, most hits filed as inhibitors | 210,000 tested, 0.35% active | AID 1457;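 also: IP1 builds up when IMPase is blocked and the TR-FRET signal falls; potency is read from the fitted curve at half-maximal effect; plate controls were basal vehicle for no effect and high inhibitor control for full effect; nearly all actives have a fitted effect of over 50% in size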
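CHO cells stably expressing M1 receptor (2000/well, cultured 16–30 h) treated 30 min at 37C with compound plus low lithium. Cytosolic IP1 by TR-FRET (665/620 ratio and 620 channel) after 10 min lysis; AC50 by Hill fit.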
Luc counter: blocks Kinase-Glo luciferase, a counter-screen artifact; Kinase-Glo luciferase, ATP luminescence, 8 min; Potency, µM (highest dose often 38.3 µM), for the others: at the highest dose activity change, negative = inhibition, usual class: inhibitors; 200,000 tested, 0.28% active; AID 1379; also: potency is read from the fitted curve at half-maximal effect; % is scaled to controls: 0 for no effect and ±100 for the full control effect; nearly all actives have a fitted effect of over 60% in size
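Compound is pinned into ATP-containing buffer (10 uM ATP, imidazole pH 7.2, 7 mM MgCl2). Kinase-Glo luciferase reagent is then added. Light output is recorded following an 8-min room-temperature incubation.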
HTT aggregate: reduces HttQ103-GFP aggregates in PC12 cells; 220,000 tested, 1.1% active; Potency, µM (doses to about 46.1 µM), inactives show top-dose activity change, negative = inhibition, usual class: inhibitors; AID 1688; PC12 HttQ103-GFP aggregates, Acumen cytometry, 40 h; also: potency is read from the fitted curve at half-maximal effect; % is scaled to controls: 0 for no effect and ±100 for the full control effect; nearly all actives have a fitted effect of over 60% in size
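PC12 cells with ecdysone-inducible HTT exon1 Q103-GFP, induced by 100 nM tebufenozide, given compounds in a concentration series. GFP aggregates (1–25 um, 6 SD above background) counted in lysates by laser-scanning cytometry, 488 nm excitation.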
NPSR antagonist: neuropeptide S receptor (human) antagonism, cAMP. Q6W5P4. CHO-NPSR cells, cAMP TR-FRET, antagonist mode. Potency, µM (highest dose often 38.3 µM), inactives show at the highest dose activity change, negative = inhibition, actives largely listed as inhibitors. 220,000 tested, 1% active. AID 1461; also: potency is read from the fitted curve at half-maximal effect; % is scaled to controls: 0 for no effect and ±100 for the full control effect; nearly all actives have a fitted effect of over 50% in size; many of its hits are not listed in these tables
Target sequence (Q6W5P4 whole entry, looked up): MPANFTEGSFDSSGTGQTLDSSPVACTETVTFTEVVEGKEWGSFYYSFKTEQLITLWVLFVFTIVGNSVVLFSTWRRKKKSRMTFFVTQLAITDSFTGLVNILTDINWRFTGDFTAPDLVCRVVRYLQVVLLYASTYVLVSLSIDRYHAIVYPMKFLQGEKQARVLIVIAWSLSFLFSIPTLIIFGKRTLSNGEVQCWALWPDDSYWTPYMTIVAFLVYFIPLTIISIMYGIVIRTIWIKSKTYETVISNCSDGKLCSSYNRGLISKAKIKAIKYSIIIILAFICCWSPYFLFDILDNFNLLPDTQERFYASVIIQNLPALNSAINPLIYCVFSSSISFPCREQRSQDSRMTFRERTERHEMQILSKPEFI
LMNA splice mod: modulators of lamin A splicing; HeLa LMNA splicing GFP/RFP minigene ratio, 48 h; Potency, µM (titrated, usually from 46.1 µM), for inactives: at the top dose ratio change, negative = inhibition, usual class: inhibitors; 200,000 tested, 0.01% active; active = well fitted inhibition curve with a large enough effect in the signal ratio, with a control signal flat, not every such curve was filed as active; inconclusive = small, poorly fitted or top-dose-only effect, or effect the other way, or a change in a side signal; the % refers to the signal ratio; also: potency is read from the fitted curve at half-maximal effect; % is scaled to controls: 0 for no effect and ±100 for the full control effect
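S3 HeLa stable clones carrying a lamin A-EGFP splicing minigene plus DsRed2 were seeded at 600 cells/well in Opti-MEM with 2% FBS, pin-dosed and incubated 48 h at 37°C. Acumen cytometry (488 nm) gave the GFP/RFP total-intensity ratio.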
CBFb RUNX1 block: blocks binding between human CBF-beta and RUNX1; Q01196+Q13951; Potency, µM (doses to about 59.8 µM), inactives show at the highest dose activity, negative = inhibition, most hits filed as inhibitors; AlphaScreen CBFb-His/RUNX1-biotin binding, biochemical; 230,000 tested, under 10 active; also: % of control where 0% means no effect
Target sequence (Q01196 whole entry, looked up): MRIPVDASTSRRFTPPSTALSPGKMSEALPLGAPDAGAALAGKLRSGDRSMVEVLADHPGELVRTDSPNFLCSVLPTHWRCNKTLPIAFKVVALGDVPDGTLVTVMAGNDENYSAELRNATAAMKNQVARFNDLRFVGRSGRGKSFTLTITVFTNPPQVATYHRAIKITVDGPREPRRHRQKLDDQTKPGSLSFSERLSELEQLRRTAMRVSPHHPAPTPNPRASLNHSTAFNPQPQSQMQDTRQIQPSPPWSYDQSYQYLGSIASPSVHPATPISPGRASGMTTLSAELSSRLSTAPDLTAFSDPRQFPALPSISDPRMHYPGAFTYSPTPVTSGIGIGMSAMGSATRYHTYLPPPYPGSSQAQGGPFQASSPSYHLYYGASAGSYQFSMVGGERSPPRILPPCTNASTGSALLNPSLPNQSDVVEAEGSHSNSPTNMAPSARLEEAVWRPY
Target sequence (Q13951 whole entry, looked up): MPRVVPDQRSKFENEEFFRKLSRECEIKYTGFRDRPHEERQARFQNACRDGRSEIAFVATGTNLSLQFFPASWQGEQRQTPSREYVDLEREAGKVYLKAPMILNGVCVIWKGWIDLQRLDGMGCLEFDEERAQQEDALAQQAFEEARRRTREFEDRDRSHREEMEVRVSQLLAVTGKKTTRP
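AlphaScreen binding: CBFb-His and RUNX1-biotin (30 nM each) preincubated 20 min, compound added for 15 min, then nickel and streptavidin beads for 90 min, all at room temperature. Disruption of the interaction by any mechanism counts as activity.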
The depositor's hits bear a star; ? = inconclusive; . = not tested or not shown; & = joins results of further samples; [ ] = another dose, or the depositor's remark. Unless noted, calls follow the shape of the dose curve; as a rule, active = well fitted curve in the direction sought with a large enough effect; inconclusive = small, poorly fitted or top-dose-only effect, or another doubt; inactive = no such curve, though single readings can be large; an effect the other way counts as inactive or inconclusive.

#1 Cc1nc(C(=O)O)nn1-c1ccc([N+](=O)[O-])cc1
#2 CCCn1c(SCC(=O)N2c3ccccc3CCc3ccccc32)nc2c1c(=O)n(C)c(=O)n2C
#3 CCCCNC(=O)C1CCN(Cc2ccccn2)CC1
#4 COc1ccc2cc3c(N)nn(C(=O)c4ccc(F)cc4)c3nc2c1
#5 Cc1nonc1OCCNC(=O)C12CC3CC(CC(C3)C1)C2
#6 CNC(=S)SCCOc1ccc(C)cc1
#7 Cc1ccc(C2C3C(=O)N(c4ccc(C)cc4)C(=O)C3N3CCCN23)cc1 (stereo not drawn)
#8 Oc1ccc2nc(Cc3ccccc3)[nH]c2c1
entry no.	1	2	3	4	5	6	7	8
Epigenetic derep	0.3%	0.0%	-1.4%	-1.0%	0.9%	0.0%	-1.6%	1.0%
IMPase Li cell	-2%	22%[38.3 µM]	-6%[38.3 µM]	.	24%[38.3 µM]	9%	.	27%[38.3 µM]
Luc counter	1%	-3%	1%	.	3%	2%	.	21%
HTT aggregate	26%[9.22 µM]	14%	20%	2.8µM*	-2%	0%	-22%[9.22 µM]	-10%
NPSR antagonist	11%	3%[46.1 µM]	-7%[46.1 µM]	-22%	-9%[46.1 µM]	7%[46.1 µM]	5%	-7%[46.1 µM]
LMNA splice mod	8%[9.22 µM]	-8%	11%	.	-8%	-17%	.	-15%
CBFb RUNX1 block	-8%	-1%	-9%	5%	5%	13%	6%	5%

Printed as active in HTT aggregate, of those listed so far:
#	Compound	Epigenetic derep	IMPase Li cell	HTT aggregate	NPSR antagonist	CBFb RUNX1 block
4	COc1ccc2cc3c(N)nn(C(=O)c4ccc(F)cc4)c3nc2c1	-1.0%	.	2.8µM*	-22%	5%

Next section.
#9 COCCN(Cc1cc2cc(C)c(C)cc2nc1Cl)C(=O)Nc1ccccc1
#10 COc1ccccc1-c1nc2s/c(=C\c3cccs3)c(=O)n2n1
#11 Cc1cccc(C2N=C(N)Nc3nc4ccccc4n32)c1 (stereo not drawn)
#12 COc1ccc(-c2csc3nc(-c4cccnc4)nc(N4CCC(C(N)=O)CC4)c23)cc1OC
#13 CCOc1ccc(N2CC(C(=O)Nc3ccccc3N3CCOCC3)CC2=O)cc1 (stereo not drawn)
#14 CCOC(=O)C1(CC/C(C)=N\NC(N)=O)CC(C)OC1=O (stereo not drawn)
#15 Cc1ccc(S(=O)(=O)NCCN(CCNS(=O)(=O)c2ccc(C)cc2)S(C)(=O)=O)cc1
#16 COc1cccc(C(=O)Nc2ccc(C(=O)NCC(C)C)cc2)c1
entry no.	9	10	11	12	13	14	15	16
Epigenetic derep	5.1%	-1.1%	-1.1%&2.1%	0.1%	-0.3%	-2.2%	0.0%	-3.8%
IMPase Li cell	-9%[38.3 µM]	29%[38.3 µM]	.	4%	7%[38.3 µM]	4%	-6%[38.3 µM]	-1%
Luc counter	-2%	-2%	.	8%	6%	-3%	2%	1%
HTT aggregate	?	-1%	-14%[9.22 µM]	14%	5%[9.22 µM]	7%	10%	-1%
NPSR antagonist	-16%[46.1 µM]	?	2%	-41%	4%[46.1 µM]	13%	-14%[46.1 µM]	2%
LMNA splice mod	-7%	-17%	.	?	11%	2%	10%	.
CBFb RUNX1 block	18%	-12%	11%	-4%	-2%	1%	1%	4%

#17 N#C/C(=C\c1cccs1)Sc1nc2ccccc2s1
#18 O=C(NCc1ccc(Cl)cc1)c1ccc(CNc2c(N3CCCC3)c(=O)c2=O)cc1
#19 O=C(COC(=O)COc1ccccc1)NCc1ccccc1
#20 CCCNC(=O)COC(=O)c1ccccc1OCC(=O)Nc1ccc(Br)cc1
#21 Cc1cccc(Nc2nc(N)nc(CN3CCN(C)CC3)n2)c1
#22 c1ccc(CN2CCN(Cc3nnc(-c4ccccc4)o3)CC2)cc1
#23 COc1ccc(N2CC(NC(=O)N(C)CCC#N)CC2=O)cc1 (stereo not drawn)
#24 Cc1ccc(NC(=O)COc2ncnc3sccc23)cc1S(=O)(=O)N(C)C
entry no.	17	18	19	20	21	22	23	24
Epigenetic derep	0.0%	0.0%	-4.3%	2.3%	0.0%	0.0%	-0.9%	-1.3%
IMPase Li cell	30%[38.3 µM]	.	1%	-1%	11%[38.3 µM]	16%	-5%	-4%
Luc counter	-1%	.	-4%	-1%	-2%	0%	0%	3%
HTT aggregate	22%	-14%[9.22 µM]	14%	-9%	-10%	3%	15%	8%
NPSR antagonist	-19%[46.1 µM]	-15%	11%	10%	1%[46.1 µM]	12%	11%	-14%
LMNA splice mod	?	.	12%[46 µM]	?	15%	.	.	-5%[46 µM]
CBFb RUNX1 block	-5%	7%	7%	1%	-4%	-1%	-1%	-15%

#25 CCC(C)[C@H](NC(=O)OC(C)(C)C)C(=O)N/N=C/c1cccc2nccnc12 (stereo partly drawn)
#26 Cc1ccc(-n2c(SCC(=O)N/N=C/c3ccccc3OCC(=O)O)nc3ccccc3c2=O)cc1
#27 Cc1cc(SCC(=O)Nc2cccc(S(N)(=O)=O)c2)c(C)cc1Br
#28 O=C(Nc1ccccc1Cc1ccccc1)c1oc2ccccc2c1COc1ccccc1
#29 COCCNC(=O)c1cc(-c2cccs2)on1
#30 Cc1cc2ccccc2c(=O)n1CC(=O)NCC1COc2ccccc2O1 (stereo not drawn)
#31 O=C(N/N=C/C=C\c1cccc([N+](=O)[O-])c1)c1cccnc1
#32 Cc1ccnc2nc(C(=O)Nc3nnc(-c4ccccc4)o3)nn12
entry no.	25	26	27	28	29	30	31	32
Epigenetic derep	1.6%	0.1%	-0.4%	-2.3%	8.5%	0.0%	-1.0%	-0.5%
IMPase Li cell	9%[38.3 µM]	.	13%	5%	26%[38.3 µM]	0%[38.3 µM]	.	-5%
Luc counter	-4%	.	.	0%	-1%	-5%	.	-2%
HTT aggregate	?	11%[9.22 µM]	1%	-3%	-32%	25%	-14%[9.22 µM]	11%[9.22 µM]
NPSR antagonist	-9%[46.1 µM]	-31%	-9%	-18%	-20%[46.1 µM]	-7%[46.1 µM]	-47%	6%
LMNA splice mod	-12%	.	.	0%	?	5%	.	.
CBFb RUNX1 block	-1%	4%	-1%	4%	13%	4%	4%	-17%

A second format for 4 compounds above.
Results follow in this order: Epigenetic derep | IMPase Li cell | Luc counter | HTT aggregate | NPSR antagonist | LMNA splice mod | CBFb RUNX1 block
[27] Cc1cc(SCC(=O)Nc2cccc(S(N)(=O)=O)c2)c(C)cc1Br
    -0.4% | 13% | . | 1% | -9% | . | -1%
[28] O=C(Nc1ccccc1Cc1ccccc1)c1oc2ccccc2c1COc1ccccc1
    -2.3% | 5% | 0% | -3% | -18% | 0% | 4%
[29] COCCNC(=O)c1cc(-c2cccs2)on1
    8.5% | 26%[38.3 µM] | -1% | -32% | -20%[46.1 µM] | ? | 13%
[30] Cc1cc2ccccc2c(=O)n1CC(=O)NCC1COc2ccccc2O1 (stereo not drawn)
    0.0% | 0%[38.3 µM] | -5% | 25% | -7%[46.1 µM] | 5% | 4%

New compounds follow:
#33 COc1ccc(NC(=S)Nc2cccc([N+](=O)[O-])c2)cc1
#34 O=C(C1CC(c2cccc(Br)c2)=NO1)N1CCc2ccccc2C1 (stereo not drawn)
#35 COc1ccc(CC(CC(=O)O)C(=O)Nc2ccc(OC)cc2)cc1 (stereo not drawn)
#36 CCC(CC)C(=O)Nc1c2cnn(-c3ccccc3)c2nc(=O)n1-c1ccccc1
#37 COc1ccc(CCC(=O)OCC(=O)c2ccc(C)cc2)cc1
#38 COCc1[nH]nc2c1C(c1ccccc1F)C(C#N)=C(N)O2 (stereo not drawn)
#39 C#CCNC(=O)C1=C[C@@H](c2cn(C(C)=O)c3ccccc23)C[C@@H](OCCCCO)O1
#40 CCOC(=O)CSc1cc(CS(=O)c2ccc(Cl)cc2)nc(-c2ccccc2)n1 (stereo not drawn)
entry no.	33	34	35	36	37	38	39	40
Epigenetic derep	0.8%	0.8%	-1.1%	-2.3%	-1.9%	-1.6%	1.0%	-0.2%
IMPase Li cell	2%[38.3 µM]	3%[38.3 µM]	-4%[38.3 µM]	-29%[38.3 µM]	0%	-9%[38.3 µM]	1%	2%[38.3 µM]
Luc counter	1%	-3%	-6%	0%	-1%	-1%	.	-2%
HTT aggregate	-17%	-15%	4%	4%	-10%	0%	7%[9.22 µM]	-18%
NPSR antagonist	-9%[46.1 µM]	-19%[46.1 µM]	-2%[46.1 µM]	-3%[46.1 µM]	19%	2%[46.1 µM]	12%	-20%[46.1 µM]
LMNA splice mod	-5%	0%	-7%	-9%	?	-7%	.	-2%
CBFb RUNX1 block	-6%	12%	-2%	2%	23%	0%	2%	-5%

#41 N[C@H](Cc1cnc[nH]1)C(=O)O
#42 Cc1cccc(CNc2nc(-c3c(C)noc3C)nc3ccccc23)c1
#43 Cn1c(=S)[nH]c2[nH]c(=O)cnc2c1=O
#44 Cc1occc1C(=O)N/N=C/c1cccnc1
#45 COc1ncnc2c1NC(=O)CS2
#46 O=C(NN=C1C2CC3CC(C2)CC1C3)c1ccccc1O
#47 O=C(NCc1ccco1)c1cc([N+](=O)[O-])ccc1N1CCCCC1
#48 COC(=O)c1ccc(-n2nc(C(F)(F)F)c3c2-c2ccoc2CC3)cc1
#49 CCNC(=O)COC(=O)c1cccc(Br)c1
entry no.	41	42	43	44	45	46	47	48	49
Epigenetic derep	0.8%&-0.9%	0.1%	0.0%	-2.4%	-2.4%	-0.3%	1.3%	-2.3%	1.6%
IMPase Li cell	-3%&2%	20%	-1%	-4%[38.3 µM]	0%[38.3 µM]	.	-5%	15%	.
Luc counter	0%	-3%	5%	?	-1%	.	-2%	0%	.
HTT aggregate	.	.	-5%	15%	-1%	-5%[9.22 µM]	8%	3%	-24%[9.22 µM]
NPSR antagonist	.	.	15%	-4%[46.1 µM]	9%[7.67 µM]	8%[7.67 µM]	-16%	?	11%
LMNA splice mod	.	?	2%	3%	1%	.	-2%	-9%	.
CBFb RUNX1 block	21%	.	2%	1%	10%	4%	0%	20%	13%

The list is partial, so the mix of outcomes need not match the whole.
